Screening data: PubChem, National Center for Advancing Translational Sciences (NCATS)
KDM5B inhibitor: Primary screen for KDM5B Histone Demethylases FDH-coupled qHTS; Potency, µM (top dose mostly 57.7 µM), without a hit: at the top dose activity change, negative = inhibition, hits mostly inhibitors; actives 2.6% (n = 220,000); Lysine-specific demethylase 5B (Homo sapiens), Q9UGL1; AID 1347165, 2019; KDM5B demethylase, FDH-coupled NADH fluorescence (FDH is formaldehyde dehydrogenase); active = well fitted inhibition curve with a large enough effect; inconclusive = small, poorly fitted or top-dose-only effect; inactive = no such curve, though single readings can be large or run the other way; note: 0% is about no effect; nearly all actives have a fitted effect of over 70% in size
Target sequence (Q9UGL1 whole entry, looked up): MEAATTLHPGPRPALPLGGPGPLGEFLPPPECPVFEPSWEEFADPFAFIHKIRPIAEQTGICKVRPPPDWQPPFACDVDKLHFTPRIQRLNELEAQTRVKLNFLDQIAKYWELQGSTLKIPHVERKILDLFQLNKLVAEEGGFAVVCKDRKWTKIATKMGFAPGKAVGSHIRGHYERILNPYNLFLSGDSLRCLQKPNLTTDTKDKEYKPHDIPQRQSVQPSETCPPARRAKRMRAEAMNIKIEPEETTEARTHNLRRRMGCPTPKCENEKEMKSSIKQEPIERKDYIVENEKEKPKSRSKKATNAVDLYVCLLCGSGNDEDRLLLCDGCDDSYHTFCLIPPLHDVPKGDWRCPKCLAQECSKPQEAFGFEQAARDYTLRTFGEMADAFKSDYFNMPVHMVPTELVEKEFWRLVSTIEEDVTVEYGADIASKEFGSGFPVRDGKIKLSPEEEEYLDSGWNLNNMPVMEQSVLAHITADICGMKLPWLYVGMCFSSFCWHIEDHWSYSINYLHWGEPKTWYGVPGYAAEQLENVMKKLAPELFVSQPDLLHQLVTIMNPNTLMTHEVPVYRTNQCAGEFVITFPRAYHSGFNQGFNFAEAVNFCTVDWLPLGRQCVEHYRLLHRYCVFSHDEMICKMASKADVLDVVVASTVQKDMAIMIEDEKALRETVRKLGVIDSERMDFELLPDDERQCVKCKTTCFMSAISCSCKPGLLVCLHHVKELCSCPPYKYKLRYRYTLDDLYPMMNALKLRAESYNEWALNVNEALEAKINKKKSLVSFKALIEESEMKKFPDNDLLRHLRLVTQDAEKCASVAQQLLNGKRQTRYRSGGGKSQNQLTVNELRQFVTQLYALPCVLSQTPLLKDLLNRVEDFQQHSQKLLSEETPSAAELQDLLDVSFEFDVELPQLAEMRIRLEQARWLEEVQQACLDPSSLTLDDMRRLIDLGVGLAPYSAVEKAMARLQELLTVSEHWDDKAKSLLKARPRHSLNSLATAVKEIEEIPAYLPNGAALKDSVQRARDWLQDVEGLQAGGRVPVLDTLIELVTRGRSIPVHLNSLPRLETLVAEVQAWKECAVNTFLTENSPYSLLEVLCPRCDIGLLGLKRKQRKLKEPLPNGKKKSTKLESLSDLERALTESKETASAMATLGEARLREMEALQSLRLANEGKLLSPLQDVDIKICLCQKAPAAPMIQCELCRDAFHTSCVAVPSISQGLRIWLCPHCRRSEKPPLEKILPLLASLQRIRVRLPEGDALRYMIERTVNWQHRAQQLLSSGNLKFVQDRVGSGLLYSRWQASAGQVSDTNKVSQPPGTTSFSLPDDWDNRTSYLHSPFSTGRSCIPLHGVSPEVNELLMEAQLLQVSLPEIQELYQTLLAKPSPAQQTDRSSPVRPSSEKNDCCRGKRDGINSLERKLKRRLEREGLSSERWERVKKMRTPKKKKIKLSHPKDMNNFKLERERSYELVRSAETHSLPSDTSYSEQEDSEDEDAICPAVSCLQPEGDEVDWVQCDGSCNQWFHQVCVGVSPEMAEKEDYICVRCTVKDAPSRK
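Coupled FDH/NAD⁺ fluorescence readout. KDM5BΔAP 200 nM final; compound titration, 10 min RT preincubation; substrate mix 12.5 µM H3K4me3, 25 µM 2-OG, 50 µM Fe(II), 100 µM ascorbate, 0.25 mM NAD⁺, 0.25 U/mL FDH; ΔRFU over 30 min.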
An asterisk follows results filed as active; ? = inconclusive; & = joins results of further samples; [ ] = dose if it differs, or a comment. Potency is the fitted concentration of half-maximal effect. Only part of the results is shown, so the mix of outcomes need not match the whole.

SMILES	KDM5B inhibitor
Cn1cc(-c2cc3n(n2)CCC(=O)N3CCCC(=O)Nc2ccccc2Cl)c2ccccc21	-12%
S=C(c1ccc(-c2ccc(Br)cc2)o1)N1CCOCC1	?
Cc1ncc(-c2ccc(C)c(S(=O)(=O)Nc3ccc(C)c(C)c3)c2)o1	-10%
Cc1ccc(CSC2=Nc3ccccc3C3=NC(CCC(=O)NCc4cccs4)C(=O)N23)cc1 (centres undefined)	5%
COCCn1c(C)cnc1CC1CCCN(S(=O)(=O)c2cccc(F)c2)C1 (centres undefined)	-4%
CC1=C(C(=O)Nc2ccc(C)cc2C)C2(CCCCC2)OC1=O	-8%
CCc1cccc(C)c1NC(=O)CSc1nc(C)c(C)o1	9%&-3%
CC(c1ccccc1)C1CC(=O)N(c2cc(Cl)ccn2)C1=O (centres undefined)	4%
O=C(O)CSc1c2c(nc3cc(C(=O)Nc4ccc(F)c(Cl)c4)ccc13)CCC2	-55%
Cc1cc(C)cc(NC(=O)CSc2nccn2-c2ccccc2)c1	-12%
COCCCNC(=O)Cc1c(C)c2c(OC)cc(C)cc2oc1=O	?
Cc1ccccc1CNC(=O)C1CCCN(Cc2ccncc2)CCC(=O)NCC1 (centres undefined)	?

Quoted at random: 2 entries already listed
SMILES	KDM5B inhibitor
COCCCNC(=O)Cc1c(C)c2c(OC)cc(C)cc2oc1=O	?
COCCn1c(C)cnc1CC1CCCN(S(=O)(=O)c2cccc(F)c2)C1 (centres undefined)	-4%

New compounds follow.
SMILES	KDM5B inhibitor
Cc1ccc(CN2C(=O)[C@@H]3C[C@@H](O)CN3C3(CN(Cc4cccs4)C3)C2=O)o1	?
COc1cccc(CCc2nc(-c3nnn4c3COC(c3ccc(C)cc3)C4)no2)c1 (centres undefined)	-26%
O=C(N[C@H]1CCN2C(=O)c3cc(-c4ccc(F)cc4F)ccc3NC(=O)[C@H]12)c1cccs1	-26%
COC[C@@H]1CN(c2ncccn2)C[C@H]1C(=O)O	16µM*
COc1ccc(C(=O)/C=C/c2ccc(Br)cc2)cc1CSCC(=O)O	6%
NC(=O)C1CCCN(c2nc(-c3cccs3)nc3ccccc23)C1 (centres undefined)	1%
CCOC(=O)c1ccc(NC(=O)CC2C(=O)N(c3cccc(OC)c3)C(=O)N2Cc2ccc(OC)cc2)cc1 (centres undefined)	-15%
CCOc1ccccc1CNCc1c(C(=O)O)c(C)n(Cc2ccc(Cl)cc2)c1C	-14%
COc1cc(CN2CCC3(CCCO3)CCC2=O)cc(OC)c1 (centres undefined)	13%
COc1ccc(S(=O)(=O)N(CC(=O)NCc2ccccc2OC)c2ccc(C)cc2)cc1	-13%
CCCCCCC1CCC(C(=O)Oc2ccc(OCC)cc2)CC1 (centres undefined)	-2%
Cc1c(C(=O)N2CCCCCC2)c(S(=O)(=O)NCc2ccccc2)c(C)n1C	9%
N#C/C(=C\c1cccc(OC(=O)c2ccccc2Cl)c1)C(=O)Nc1cccc(C(F)(F)F)c1	?
O=C(COC(=O)Cc1n[nH]c(=O)c2ccccc12)NCC1CCCO1 (centres undefined)	18%
CN(Cc1ccccc1)C(=O)CSc1nc2ccccc2[nH]1	19%
Cc1ccccc1NC(=O)CSc1nc2nccnc2c(=O)n1CCc1c[nH]c2ccccc12	-9%
COc1ccc(-c2nc3c(=O)n(C)c(=O)[nH]c3n2C)cc1	?
Cc1ccc(CN2CCc3nc(C(=O)Nc4nc(C)cs4)oc3CC2)cc1	-16%[86.2 µM]
COCCCNC(=O)CCCn1c(SCC(=O)c2ccc(Br)cc2)nc2c(sc3ccccc32)c1=O	5%
COc1ccc(-c2cc(C(=O)NCC(c3ccc(C)o3)N3CCN(C)CC3)no2)cc1 (centres undefined)	-3%
CC(Sc1cc(C(=O)NC2CC2)c2ccccc2n1)C(=O)N1CCOCC1 (centres undefined)	-24%
O=C(O)Cn1nnc(COc2ccccc2)n1	-19%
CCc1ccc(CNC(=O)c2cccc(-n3c(C)nc4cccnc43)c2)cc1	3%
O=C(O)COc1ccc(-c2nccc3c2C(=O)N(Cc2cccc(C(F)(F)F)c2)CC(COc2ccc4cnccc4c2)O3)cc1 (centres undefined)	6%
COc1cccc(-c2ccc3c(N)c(C(=O)NCc4ccc(Cl)cc4)sc3n2)c1	?
CCN(C(=O)C1CCN(c2nc3ccccc3o2)CC1)c1ccc(F)c(F)c1	8%
C=CCNC(=O)CCc1c(C)nn(-c2ccccc2)c1Oc1ccccc1	-12%
CNC(=O)c1cc2cc(-c3c(C)noc3C)nc(-c3ccc(F)cc3OC)c2o1	?
CCn1c(C(=O)OC)c(NC(C)=O)c2cc(NC(C)Cc3ccccc3OC)cnc21 (centres undefined)	?
CCc1noc(-c2cn(C3CCN(C(=O)C(C)Oc4cccc(Cl)c4)CC3)nn2)n1 (centres undefined)	-15%
COc1ccccc1CN1Cc2[nH]cnc2C[C@H]1c1nc(-c2cccc(C)c2)no1	-38%[86.2 µM]
Cc1ccc2c(Sc3ccc(Cl)cc3)c(C(=O)NCCC(C)C)[nH]c2c1	-5%
CCC(C)(C)C(=O)NCCc1noc(C2CC2)n1	21%
CCCNc1nc(-c2cccc(Cl)c2)cs1	-3%
Cc1cc(C)cc(NS(=O)(=O)c2ccc3[nH]cc(C(=O)NC4CCCCC4)c(=O)c3c2)c1	-26%
Nc1c(C(=O)NCCc2ccccc2)nnn1CC(=O)Nc1ccc(Cl)cc1	-17%
Cc1nc(C)c(-c2ccc(SCC(=O)Nc3ccc(C)c(F)c3)nn2)s1	-17%
Cc1ccc(F)c(OCC(=O)c2ccc3c(c2)N(C(C)C(=O)NCc2ccco2)C(=O)CO3)c1 (centres undefined)	?
CCC(C)NC(=O)C(NC(=O)c1cccc(OC)c1)C1CCN(C(=O)C2CC2)CC1 (centres undefined)	7%
Cc1nn(C(=O)c2c(F)cccc2F)c(C)c1S(=O)(=O)N1CCOCC1	20%
CCCCN(C(=O)c1cccnc1OCC)c1c(N)n(Cc2ccccc2)c(=O)[nH]c1=O	-10%
CCc1cc(=O)n(Cc2cccnc2)c(N2CCOCC2)n1	-15%
Cc1ccsc1C(=O)N1CCC(n2cc(-c3nc(C4CC4)no3)nn2)C1 (centres undefined)	9%
O=C1CCN(C(=O)CCc2ccccc2)CCCCCCN1	20%
CCc1ccccc1NC(=O)COc1ccc(NC(=O)C2CC2)cn1	?
O=C(O)c1ccc(S(=O)(=O)c2ccc3c(c2)C(=O)N(NC(=O)c2cccnc2)C3=O)cc1	21%
N#Cc1ccc(NCCCNc2ccc(C#N)cn2)nc1	?
CCCn1c(-c2ccc(Cl)cc2)nc2c(=O)n(C)c(=O)[nH]c21	-18%
COc1ccc(C2(C)CC(=O)NC2=O)cc1 (centres undefined)	22%
COc1cc(OC)c2cc(C(=O)NCC(=O)Nc3nc(C)cs3)n(C)c2c1	?
C=CCN(C)C(=O)C[C@@H]1c2nc(NC(=O)Cc3ccc(OC)cc3)sc2C[C@@H]2[C@](C)(CO)[C@H](O)CC[C@]21C	17%
O=C(CCc1ncc(-c2ccc(F)cc2F)o1)Nc1ccc2c(c1)C(=O)NC2	-8%
COCc1ccc(C(=O)N2CCC(c3[nH]ncc3-c3ccccc3)CC2)o1	21%
CCOC(=O)c1cnc2c(OC)cccc2c1Nc1ccc(C)cc1	-13%
COCCNc1nc2c([S+](=O)([O-])c3cccnc3)nnn2c2ccccc12	?
COc1cc(F)ccc1-c1cc2c(ccn2Cc2ccncc2)c(N2CCOCC2)n1	35µM*
Cn1ncc(N2CCC(CNC(=O)c3cccc4ccnn34)C2)cc1=O (centres undefined)	28µM*
CCOC(=O)c1[nH]c(C)c(CCC(=O)NCc2ccccc2C)c1C	-14%
CC(=O)NC(NC(C)=O)c1cccc(Oc2ccccc2)c1	22%
CCN1C(=O)C2(CC(=O)Nc3[nH]ncc32)c2ccccc21 (centres undefined)	-6%
Other records
SMILES	KDM5B inhibitor
COc1ncccc1-c1cnc2[nH]cc(CC(=O)N3CCOCC3)c2c1	35µM*
CCOc1ccc(C2Cn3nnc(-c4nc(-c5cccnc5)no4)c3CO2)cc1 (centres undefined)	20%
Cc1ccc(NC(=O)N2C[C@H](c3nc(-c4ccncc4)no3)[C@@H](C)C2)cc1C	1%
CCOc1ccccc1NS(=O)(=O)c1ccc2c(c1)oc(=O)n2C	-19%
COc1ccccc1CN1CCC2(CCCN(C3CCOCC3)C2=O)C1 (centres undefined)	?
Fc1cccc(-c2nc(-c3ccncc3)no2)c1	25%&13%
CC(=O)N1Cc2ccccc2CC2(CCN(CCc3ccccc3)C2)C1 (centres undefined)	?
CCOC(=O)c1ccc2nc(C)cc(Nc3cccc(C(=O)O)c3)c2c1	-23%
CN(CCCNC(=O)c1nc2ccccc2c(=O)[nH]1)C(=O)c1ccc(-c2ccccc2)cc1	-14%
O=C(Nc1ccc2nc(SCC(=O)N3CCCc4ccccc43)sc2c1)c1cccc(Cl)c1	?
O=C(NCc1cccc(Cl)c1)c1noc(-c2ccc(F)cc2)n1	11%
O=C(NCc1cccs1)C(=O)NCC(c1ccco1)N1CCN(c2ccccc2)CC1 (centres undefined)	11%
CSc1ncc(C(=O)Nc2ccc(C(C)=O)cc2)c(-c2ccccc2)n1	-7%
COC(=O)C(/C(C)=N/C(NC(C)=O)(C(F)(F)F)C(F)(F)F)C(NC(C)=O)(C(F)(F)F)C(F)(F)F (centres undefined)	18%
Cc1cc(C)n(CC(=O)Nc2cccc(C(=O)NCc3ccccn3)c2)c(=O)c1C#N	3%
COCCC1(C(=O)O)CCCN(CCN2CCCC2=O)C1 (centres undefined)	-18%
CN(C)[C@@H]1CN(Cc2ccccc2F)CC[C@@H]1CNC(=O)C1CC1	-6%
COc1ccc(C(=O)n2nc(-c3cccnc3)nc2NCc2ccccc2)cc1OC	-12%
CN1CCCC(CN(CCc2ccccc2)C(=O)c2cc(C#N)cn2C)C1 (centres undefined)	8%
COc1cc(OC)nc(/N=C/NO)n1	6%
COCCNC(=O)N1CCCC(CNC(=O)c2cccc3ccccc23)C1 (centres undefined)	5%
NC(=O)c1ccc(NC(=O)C2CC(=O)N(c3n[nH]c4cccc(F)c34)C2)cc1 (centres undefined)	?
Cc1noc(-c2cn(C3CCN(C(=O)c4ccccc4F)C3)nn2)n1 (centres undefined)	2%
CCC1Oc2ccc(NC(=O)Cc3ccccc3)cc2CN(Cc2ccccc2)C1=O (centres undefined)	-23%
O=c1oc2c(CN3CCOCC3)c(O)ccc2cc1-c1ccccc1	?
Cc1ccc(CCNC(=O)CN2N=C(c3ccc(C)cc3)CCC2=O)cc1	?
O=C1OC2OCCCC2C1Nc1ccc(I)cc1 (centres undefined)	11%
COc1ccccc1CNCC(=O)Nc1ccc(C(F)(F)F)cc1	?
N#CC1(c2ccc(-c3cccc(CN4CCOCC4)c3)cc2)CCCC1	9%
COc1ccc(C(=O)N2CCn3c(nnc3[C@@H]3C[C@@H](O)CN3C(C)C)C2)c(OC)n1	8%
COc1ccc(OC)c(C2c3c(-c4ccc(Br)cc4)n[nH]c3C(=O)N2c2ccc(Cl)cc2)c1 (centres undefined)	6%
Cc1ccccc1NC(=O)CS(=O)(=O)Cc1nc(-c2ccccc2C)oc1C	9%
COc1ccc(-c2cc(N3CCN(C(=O)Cc4ccccc4Br)CC3)n[nH]2)cc1	?
COc1cc(C#N)ccc1OCC(=O)c1ccc2ccccc2c1	-7%
CCCNC(=O)N1C[C@@H](Oc2ccccc2)C[C@H]1C(=O)N1CCOCC1	-10%
COc1ccc(S(=O)(=O)N2CCc3c(C(=O)NCc4cccc(F)c4)cccc32)cc1	11%
CC(=O)NCCc1nc2ccccc2n1CCCCOc1ccc(Cl)cc1	-7%
CC(C)c1nncn1C1CCN(S(=O)(=O)c2ccc(Cl)cc2)CC1	-4%
C[C@]1(CO)[C@H]2Cc3sc(NC(=O)c4ccc(F)cc4)nc3[C@@H](CC(=O)NCc3cccs3)[C@]2(C)CC[C@H]1O	?
CNC(=O)c1cccc(-c2cnc(Nc3cccnc3)c3c2CCO3)c1	-8%[86.2 µM]

In the list so far, these contain a Cl atom.
SMILES	KDM5B inhibitor
Cn1cc(-c2cc3n(n2)CCC(=O)N3CCCC(=O)Nc2ccccc2Cl)c2ccccc21	-12%
CC(c1ccccc1)C1CC(=O)N(c2cc(Cl)ccn2)C1=O (centres undefined)	4%
O=C(O)CSc1c2c(nc3cc(C(=O)Nc4ccc(F)c(Cl)c4)ccc13)CCC2	-55%
CCOc1ccccc1CNCc1c(C(=O)O)c(C)n(Cc2ccc(Cl)cc2)c1C	-14%
N#C/C(=C\c1cccc(OC(=O)c2ccccc2Cl)c1)C(=O)Nc1cccc(C(F)(F)F)c1	?
COc1cccc(-c2ccc3c(N)c(C(=O)NCc4ccc(Cl)cc4)sc3n2)c1	?
CCc1noc(-c2cn(C3CCN(C(=O)C(C)Oc4cccc(Cl)c4)CC3)nn2)n1 (centres undefined)	-15%
Cc1ccc2c(Sc3ccc(Cl)cc3)c(C(=O)NCCC(C)C)[nH]c2c1	-5%
CCCNc1nc(-c2cccc(Cl)c2)cs1	-3%
Nc1c(C(=O)NCCc2ccccc2)nnn1CC(=O)Nc1ccc(Cl)cc1	-17%
CCCn1c(-c2ccc(Cl)cc2)nc2c(=O)n(C)c(=O)[nH]c21	-18%
O=C(Nc1ccc2nc(SCC(=O)N3CCCc4ccccc43)sc2c1)c1cccc(Cl)c1	?
O=C(NCc1cccc(Cl)c1)c1noc(-c2ccc(F)cc2)n1	11%
COc1ccc(OC)c(C2c3c(-c4ccc(Br)cc4)n[nH]c3C(=O)N2c2ccc(Cl)cc2)c1 (centres undefined)	6%
CC(=O)NCCc1nc2ccccc2n1CCCCOc1ccc(Cl)cc1	-7%
CC(C)c1nncn1C1CCN(S(=O)(=O)c2ccc(Cl)cc2)CC1	-4%
